LDHA inh: LDHA (human) enzyme inhibition; P00338; purified LDHA, NADH/diaphorase-resazurin fluorescence; hits give low values; activity change, % (values are at about 110 or 230 µM); 480,000 compounds, 0.15% hits; in the data active = activity change below about -30%; inconclusive = mostly about -25% to -30%;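 note: plate controls were DMSO wells for no effect and wells without enzyme for full effect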
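Resorufin fluorescence (ex540/em590), read at 0 and 20 min after diaphorase/resazurin addition, reports the NADH left after a 5 min room-temperature reaction of 2 nM human LDH5 with 0.06 mM NADH and 0.2 mM pyruvate.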
GRP78 ERSR act: inducers of ER stress response in human glioma cells; U87-MG GRP78 promoter luciferase reporter, 16 h; Potency, µM, for inactives: top-dose activation, actives largely listed as activators; 420,000 compounds, 0.02% hits; AID 602332; note: potency is the fitted concentration of half-maximal effect; series mostly up to about 76 µM; % of control where 0% means no effect; nearly all actives have a fitted effect of over 35% in size
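ERSR induction read as luciferase luminescence (Bright-Glo, 10 min at room temperature) in stably transfected human U87-MG glioma cells exposed to compounds for 16 h, using GRP78 as sensor.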
USP1 inh: blocks the human USP1/UAF1 deubiquitinase complex; O94782; recombinant USP1/UAF1, Ub-Rhodamine cleavage fluorescence; Potency, µM (series often up to 57.1 µM), for the others: at the top dose activity change, negative = inhibition, usual class: inhibitors; 390,000 compounds, 0.23% hits; note: potency is the fitted concentration of half-maximal effect; % is set by controls: 0 for no effect and ±100 for the full control effect; nearly all actives have a fitted effect of over 60% in size; inactives centre near -12
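USP1/UAF1 complex at 1 nM was preincubated with compound for 15 min at room temperature, then Ub-Rho substrate (150nM final) was added. Fluorescence (480/540 nm) was read kinetically, 6 reads every 60 seconds.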
Vif-APOBEC3G blk: Vif-A3G binding inhibition. Q9HC16. HeLa A3G-eYFP + Vif (tagged APOBEC3G with the HIV-1 protein that degrades it), YFP fluorescence, overnight. Potency, µM (doses to about 46.1 µM), for the others: top-dose activity, negative = active, actives largely listed as inhibitors. 410,000 compounds, 0.076% hits. AID 602310;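 note: potency is the fitted concentration of half-maximal effect; % is set by controls: 0 for no effect and ±100 for the full control effect; nearly all actives have a fitted effect of over 60% in size; hits raise eYFP signal because A3G escapes Vif-driven loss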
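HeLa cells stably expressing Vif and C-terminally eYFP-tagged A3G, seeded overnight at 37 deg C, then exposed to compound by pintool overnight at 37 deg C. Rise in yellow fluorescence (Ex 488/Em 500-530, Acumen) marks blocked Vif-driven A3G degradation.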
TrxR1 substrate: substrates of rat thioredoxin reductase 1 | AID 588456 | O89049 | Potency, µM (titrated, usually from 114 µM), without a hit: at the top dose activity change, negative = substrate turnover | 390,000 compounds, 0.01% hits | purified TrxR1 substrate turnover, NADPH consumption readout; note: potency is the fitted concentration of half-maximal effect; % is set by controls: 0 for no effect and ±100 for the full control effect; nearly all actives have a fitted effect of over 50% in size
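Rat TrxR1, dispensed at 90 nM, was prereduced with 400 uM NADPH (final) for 5 min at ~22 deg C, then incubated with compound 15 min before 400 uM selenite. A first-read NADPH fluorescence drop versus no-compound background flagged substrates.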
IDH1 R132H inh: human IDH1 R132H inhibition. AID 602179. Potency, µM (series often up to 76.6 µM), for inactives: at the highest dose activity change, negative = inhibition, usual class: inhibitors. 390,000 compounds, 0.093% hits. IDH1-R132H enzyme, NADPH consumption, diaphorase/resazurin fluorescence. O75874; note: potency is the fitted concentration of half-maximal effect; % is set by controls: 0 for no effect and ±100 for the full control effect; nearly all actives have a fitted effect of over 65% in size
Target sequence (O75874 whole entry R132H, stated change not applied): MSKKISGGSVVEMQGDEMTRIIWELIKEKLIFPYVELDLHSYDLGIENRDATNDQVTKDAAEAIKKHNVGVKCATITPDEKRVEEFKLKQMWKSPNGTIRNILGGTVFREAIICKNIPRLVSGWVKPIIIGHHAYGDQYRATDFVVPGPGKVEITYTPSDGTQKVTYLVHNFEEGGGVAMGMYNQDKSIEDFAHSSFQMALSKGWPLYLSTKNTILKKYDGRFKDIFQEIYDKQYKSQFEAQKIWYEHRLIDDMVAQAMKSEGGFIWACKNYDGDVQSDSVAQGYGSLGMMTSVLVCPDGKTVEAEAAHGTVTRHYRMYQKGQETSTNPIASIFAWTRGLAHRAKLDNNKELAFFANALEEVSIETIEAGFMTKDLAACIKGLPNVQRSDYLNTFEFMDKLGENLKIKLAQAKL
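IDH1-R132H (0.5 ug/mL) preincubated 30 min with compound, then NADPH (0.016 mM) and alpha-KG (2 mM) added; 80 min at RT, pH 7.5. Remaining NADPH coupled via diaphorase/resazurin to fluorescence (540/590 nm); concentration-response curves normalized to no-enzyme control.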
PI4K2A inh: inhibitors of human PI4K2A. Q9BTU6. purified PI4K2A, ADP-Glo luminescence, 1 h; hits give low values. activity change, negative = inhibition, % at 76.9 µM. 420,000 compounds, 0.13% hits; in the data active = activity change below about -50%; inconclusive = mostly about -30% to -49%;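 note: -100% = wells without enzyme as full effect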
Target sequence (Q9BTU6 whole entry, looked up): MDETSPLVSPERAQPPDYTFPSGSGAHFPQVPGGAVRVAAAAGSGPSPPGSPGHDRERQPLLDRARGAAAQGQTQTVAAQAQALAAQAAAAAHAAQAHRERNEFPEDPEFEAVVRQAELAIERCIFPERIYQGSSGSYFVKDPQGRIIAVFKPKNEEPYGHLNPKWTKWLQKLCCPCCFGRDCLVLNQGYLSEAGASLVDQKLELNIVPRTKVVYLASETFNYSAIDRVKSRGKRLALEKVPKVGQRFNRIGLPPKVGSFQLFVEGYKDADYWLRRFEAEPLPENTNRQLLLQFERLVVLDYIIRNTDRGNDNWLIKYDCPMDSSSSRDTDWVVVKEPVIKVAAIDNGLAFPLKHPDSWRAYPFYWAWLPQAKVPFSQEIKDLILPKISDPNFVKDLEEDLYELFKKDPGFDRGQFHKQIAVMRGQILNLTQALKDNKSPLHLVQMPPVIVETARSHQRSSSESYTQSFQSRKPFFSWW
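In this quantitative HTS, ADP production by PI4K2A was quantified luminescently after 1 h at ambient temperature; 100 microM adenosine served as plate-quality control.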
RXFP1 ag: agonists of human relaxin receptor RXFP1; Q9HBX9; 370,000 compounds, 0.3% hits; AID 2676; Potency, µM (series often up to 57.5 µM), for inactives: top-dose activation, usual class: activators; HEK293T-RXFP1 cAMP TR-FRET, 30 min; response scale: percent of porcine relaxin response, buffer zero; note: potency is the fitted concentration of half-maximal effect; % is set by controls: 0 for no effect and ±100 for the full control effect; nearly all actives have a fitted effect of over 60% in size; many of its hits are not listed in these tables
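HEK293T cells stably expressing RXFP1 were pretreated with the PDE4 inhibitor Ro 20174, exposed to compounds for 30 min at 37C, lysed, and cAMP was read by TR-FRET. Data normalized to buffer (basal) and 29 nM porcine relaxin (100%).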
Vif-A3F inh: blocks the Vif interaction with APOBEC3F; HeLa A3F-eYFP + Vif (tagged APOBEC3F with the HIV-1 protein that degrades it), YFP fluorescence increase; Potency, µM (series often up to 46.1 µM), for the others: at the top dose activity, negative = active; 390,000 compounds, 0.2% hits; note: potency is the fitted concentration of half-maximal effect; % of control where 0% means no effect; nearly all actives have a fitted effect of over 65% in size
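HeLa cells stably expressing Vif plus C-terminally eYFP-tagged A3F were seeded, incubated overnight at 37 deg C, dosed with compound, incubated overnight again at 37 deg C. Yellow fluorescence (Ex 488/Em 500-530) reported blocked Vif-mediated A3F-eYFP degradation.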
* marks the source's active call; other numbers are inactive results; ? = inconclusive; . = no result given; [ ] = remark or other dose. Unless noted, calls come from the whole dose curve; as a rule, active = well fitted curve in the direction sought with a large enough effect; inconclusive = small, poorly fitted or top-dose-only effect, or another doubt; inactive = no such curve, though single readings can be large; an effect the other way counts as inactive or inconclusive. Some of the compounds tested. The share of hits here may be higher or lower than overall.

(1) NC(=O)COC(=O)c1cc(S(=O)(=O)N2CCOCC2)ccc1N1CCCCC1
(2) O=C(O)C1C2OC(C(Br)C2Br)C1C(=O)O (stereo not drawn)
(3) Cc1ccc(-c2nc(N)n(C(=O)Cc3ccccc3)n2)cc1
(4) CC(NC(=O)c1ccc(Cl)cc1)c1nnc(SCc2ccc([N+](=O)[O-])cc2)n1C (stereo not drawn)
(5) CS(=O)(=O)c1ccc2nc(NC(=O)c3cccc([N+](=O)[O-])c3)sc2c1

Compound	1	2	3	4	5
LDHA inh	0	-18	-2	-13	-6
GRP78 ERSR act	-3%	-1%	-1%	5%	-4%
USP1 inh	-19%	-21%	2%	-16%	-21%
Vif-APOBEC3G blk	1%	3%	-3%	3%	0%
TrxR1 substrate	-3%[57.1 µM]	12%[57.1 µM]	7%[57.1 µM]	8%[57.1 µM]	-8%
IDH1 R132H inh	9%	0%	-1%	0%	20%
PI4K2A inh	-8	-3	6	-6	0
RXFP1 ag	-0.1%	.	0.1%	0.1%	0.9%
Vif-A3F inh	4%	0%	-7%	-4%	-3%

(6) COC(=O)[C@H]1C[C@@]2(O)CN(S(=O)(=O)c3ccc(C)cc3)C[C@@]2(OC(=O)Nc2c(C)noc2C)C[C@H]1C(=O)OC
(7) COc1cc(NC(=O)c2ccc(Cl)cc2)c(OC)cc1NC(=O)CN1CCCCC1
(8) Cc1ccc(S(=O)(=O)N2CCN(C(=O)[C@H](Cc3ccccc3)NC(=O)c3ccco3)CC2)cc1
(9) CCC(=O)NC1OC(CO)C(O)C(O)C1O (stereo not drawn)
(10) Clc1ccccc1OCCNc1nc(NCC2CC2)nc2ccsc12

Compound	6	7	8	9	10
LDHA inh	0	-5	-3	-5	3
GRP78 ERSR act	-5%	0%	-1%	-3%	-1%
USP1 inh	1%	-17%	-7%	6%	.
Vif-APOBEC3G blk	0%	0%	0%	0%	-6%
TrxR1 substrate	.	-3%[57.1 µM]	6%	-5%[57.1 µM]	.
IDH1 R132H inh	11%	5%	3%	-1%	.
PI4K2A inh	0	0	-3	-3	-1
RXFP1 ag	.	1.9%	.	1.6%	.
Vif-A3F inh	-6%	10%	-8%	-8%	.

Reprinted from the part before: four compounds; new compounds follow.
(7) COc1cc(NC(=O)c2ccc(Cl)cc2)c(OC)cc1NC(=O)CN1CCCCC1
(8) Cc1ccc(S(=O)(=O)N2CCN(C(=O)[C@H](Cc3ccccc3)NC(=O)c3ccco3)CC2)cc1
(9) CCC(=O)NC1OC(CO)C(O)C(O)C1O (stereo not drawn)
(10) Clc1ccccc1OCCNc1nc(NCC2CC2)nc2ccsc12
(11) Cc1ccc(N(CC(=O)NC2CCCCC2)S(=O)(=O)c2c(C)nn(C)c2C)cc1
(12) CCn1c(COc2ccc(C)cc2)nnc1SCC(=O)Nc1cc(OC)ccc1OC
(13) Cc1nc2sccn2c(=O)c1S(=O)(=O)NCc1ccc(F)cc1
(14) COc1ccc2ccc(Oc3ncccn3)cc2c1
(15) COc1cc2c(cc1OC)C(CC#N)=NC(C)(C)C2

Compound	7	8	9	10	11	12	13	14	15
LDHA inh	-5	-3	-5	3	-4	-2	8	-1	-8
GRP78 ERSR act	0%	-1%	-3%	-1%	-2%	-6%	-3%	1%	0%
USP1 inh	-17%	-7%	6%	.	-29%	-16%	-13%	-18%	1%
Vif-APOBEC3G blk	0%	0%	0%	-6%	4%	3%	0%	2%	-10%
TrxR1 substrate	-3%[57.1 µM]	6%	-5%[57.1 µM]	.	0%	10%[57.1 µM]	12%	4%	-8%
IDH1 R132H inh	5%	3%	-1%	.	-10%	0%	17%	2%	1%
PI4K2A inh	0	-3	-3	-1	6	4	-2	-3	5
RXFP1 ag	1.9%	.	1.6%	.	-0.1%	-0.1%	11%	-1.4%	-0.3%
Vif-A3F inh	10%	-8%	-8%	.	5%	-1%	0%	-7%	0%

(16) CC(C)CNS(=O)(=O)c1cc(C(=O)O)c(Cl)cc1Cl
(17) C=C(C)Cn1c(N2CCN(CC)CC2)nc2c1c(=O)[nH]c(=O)n2C
(18) CCOc1ccc(S(=O)(=O)NCCC(=O)N2CCCN(C)CC2)cc1
(19) Cc1cc(N2CCCCC2)nc2ccc(NC(=O)c3ccc(F)cc3)cc12
(20) CCCc1nc2c3ccccc3ccn2c1Cc1ccc(OC)cc1C

Compound	16	17	18	19	20
LDHA inh	-1	0	1	-2	6
GRP78 ERSR act	1%	-2%	-5%	1%	2%
USP1 inh	-5%	-4%	-15%	-8%	.
Vif-APOBEC3G blk	0%	0%	-1%	-5%	?
TrxR1 substrate	3%	4%[57.1 µM]	16%	11%[11.4 µM]	.
IDH1 R132H inh	-4%	-1%	7%	-4%	.
PI4K2A inh	0	-7	-1	2	3
RXFP1 ag	0.1%	0.0%	3.2%	3.0%	.
Vif-A3F inh	-17%	-14%	1%	-13%	.

(21) Cc1ccc2nc(SCC(=O)Nc3c(F)cccc3F)[nH]c2c1
(22) O=C(C/C=N/OCc1c(Cl)cccc1Cl)c1ccccc1
(23) CC(=O)NCC(=O)N1CCCC(C(=O)c2ccc(-c3ccccc3)c(F)c2)C1 (stereo not drawn)
(24) Cc1ccc(-c2cc(-c3ccc(F)cc3)nc(N)c2C#N)o1
(25) Cn1nc(CC(=O)Nc2ncc(Br)s2)c2ccccc2c1=O

Compound	21	22	23	24	25
LDHA inh	-3	-1	-4	5	-1
GRP78 ERSR act	3%	1%	-5%	-11%	-2%
USP1 inh	-24%	-14%	-5%	-16%	-10%
Vif-APOBEC3G blk	-7%	-6%	2%	-11%	-4%
TrxR1 substrate	6%	-12%	2%	95%[activator]	-8%[57.1 µM]
IDH1 R132H inh	-8%	5%	4%	3%	6%
PI4K2A inh	-10	4	15	-1	-10
RXFP1 ag	-0.5%	1.9%	0.9%	4.9%	4.0%
Vif-A3F inh	-19%	7%	3%	-7%	1%

(26) CC(C)n1c(=O)n(CC(=O)NCC2CCCO2)c(=O)c2c3c(sc21)COC(C)(C)C3 (stereo not drawn)
(27) CCOc1ccc(CCNC(=O)c2cn(CC)c3ccc(S(=O)(=O)N4CCc5ccccc5C4)cc3c2=O)cc1OCC
(28) CC(C)C(Cl)=NOC(=O)Nc1ccc(S(N)(=O)=O)cc1
(29) O=C(c1ccccn1)c1ccc2ccccc2n1
(30) CCc1ccc2oc(-c3cccc(NC(=O)C(C)(C)Oc4ccc(Br)cc4)c3)nc2c1

Compound	26	27	28	29	30
LDHA inh	-13	0	-4	-4	0
GRP78 ERSR act	-1%	2%	-14%	-3%	-3%
USP1 inh	-2%	-7%	-22%	4%	-9%
Vif-APOBEC3G blk	1%	0%	-7%	0%	0%
TrxR1 substrate	-6%	1%	3%[11.4 µM]	2%[57.1 µM]	9%
IDH1 R132H inh	2%	-6%	6%	3%	-10%
PI4K2A inh	9	-5	11	-1	2
RXFP1 ag	1.5%	0.6%	.	0.3%	1.2%
Vif-A3F inh	9%	0%	4%	0%	5%

(31) CCN(c1ccccc1)S(=O)(=O)c1ccc(C(=O)NCC(=O)Nc2ccc(F)c(F)c2F)cc1
(32) Nc1nnnn1/N=C/c1ccc(Cl)cc1
(33) CCCCN1C(=O)/C(=c2\sc3nc(=O)c(-c4ccccc4)nn3c2=O)c2ccccc21
(34) CC(C)(C)C(=O)NC(=S)NCc1ccccc1
(35) CC(C)(C)c1ccc(OCC(=O)NNC(=O)CCc2ccccc2)cc1

Compound	31	32	33	34	35
LDHA inh	-1	1	1	-5	-3
GRP78 ERSR act	2%	-2%	-1%	-2%	-2%
USP1 inh	-14%	-5%	-21%	-3%	-21%
Vif-APOBEC3G blk	-17%	-1%	-15%	-3%	0%
TrxR1 substrate	4%	-13%	-8%	-9%	-1%
IDH1 R132H inh	15%	2%	1%	3%	4%
PI4K2A inh	-4	-9	-11	0	-7
RXFP1 ag	.	-2.9%	2.3%	2.2%	-1.9%
Vif-A3F inh	-18%	1%	-13%	11%	-23%

(36) CCC1(CCC(C)C)SC(N)=NC1=O (stereo not drawn)
(37) COc1ccc(C(O)c2nc(/C=C/c3ccc(C(F)(F)F)cc3)cs2)cc1 (stereo not drawn)
(38) CCOC(=O)c1ccc(S(=O)(=O)N2CCC(C(=O)NCC3CCCCC3)CC2)cc1
(39) CCN(CC1CCCO1)C(=O)c1cc(COc2ccccc2SC)on1 (stereo not drawn)
(40) Nn1c(SCC(=O)NCCc2ccc(S(N)(=O)=O)cc2)nnc1C1CCCCC1
(41) CCOC(=O)Cn1nc(-c2ccc(Cl)cc2)cc1N

Compound	36	37	38	39	40	41
LDHA inh	-2	-2	1	-2	0	5
GRP78 ERSR act	-3%	-3%	-6%	2%	7%	2%
USP1 inh	?	.	-21%	-4%	-9%	-9%
Vif-APOBEC3G blk	1%	-1%	1%	-4%	4%	0%
TrxR1 substrate	-5%[57.1 µM]	.	13%	-5%	-1%	6%
IDH1 R132H inh	3%	.	1%	11%	3%	0%
PI4K2A inh	-9	1	-4	-4	4	-3
RXFP1 ag	.	.	2.0%	0.6%	.	1.0%
Vif-A3F inh	7%	.	-1%	-1%	1%	-3%

Bioassay records: PubChem BioAssay, National Center for Advancing Translational Sciences (NCATS)
